H9c2 protect: cardioprotection against H2O2-induced cell death, primary screen, uHTS, H9c2 cells, ATPLite luminescence; H9c2 cardiomyocytes, H2O2 injury protection, 2 h; protection from H2O2 cell death, % at 20 µM; 360,000 compounds, 0.63% hits; AID 588492, 2011;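 active means compounds giving at least 50% protection of heart cells from peroxide-induced death in the single-dose screen, raw or plate-pattern-corrected value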;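 further: 0% = DMSO wells with peroxide and 100% = DMSO wells without peroxide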
MC4R ag barr: MC4R agonists recruiting beta-arrestin, primary screen, cell-based, luminescence, agonist arm of biased-ligand search. AID 540308, 2011. 360,000 compounds, 0.98% hits. U2OS MC4R beta-arrestin complementation; percent of melanotan II response, DMSO zero. activation, % at 8.9 µM. Melanocortin receptor 4 (Homo sapiens), P32245;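 active means activation above a per-plate cutoff, the mean activation of sample wells on that plate plus 3 SD, cut at about 8% in these data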
Target sequence (P32245 whole entry, looked up): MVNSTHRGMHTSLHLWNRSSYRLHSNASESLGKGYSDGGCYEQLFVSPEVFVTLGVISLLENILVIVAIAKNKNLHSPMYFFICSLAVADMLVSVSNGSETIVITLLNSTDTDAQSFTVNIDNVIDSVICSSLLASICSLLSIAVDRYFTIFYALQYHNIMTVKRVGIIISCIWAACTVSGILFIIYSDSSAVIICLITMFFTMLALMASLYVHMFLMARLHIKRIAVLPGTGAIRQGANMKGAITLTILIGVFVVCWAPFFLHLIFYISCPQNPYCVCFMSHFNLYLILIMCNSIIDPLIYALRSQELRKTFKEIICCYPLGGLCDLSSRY
ABCB6 inh 2: ABCB6 transporter inhibitors, primary screen, K562-ABCB6 cells, flow cytometry, MLPCN library; K562-ABCB6 porphyrin accumulation, 1 h; active compounds read low; fluorescence ratio to DMSO, % at 10 µM; 360,000 compounds, 0.19% hits;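 active means fluorescence ratio to DMSO below 75%, the collection mean minus 3 SD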;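 further: signal is porphyrin accumulated inside mitochondria; 100% equals median channel fluorescence of DMSO control wells; lower ratio means ABCB6 inhibition with less porphyrin fluorescence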
PDI turbidity: inhibitors of human PDI, primary screen, biochemical, turbidity, single point, plate reader; inhibition, % at 10 µM; 350,000 compounds, 0.052% hits; PDI insulin aggregation turbidity, A650, 90 min;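 active means mean inhibition across replicates of 30% or more, whatever share of single replicates reach that level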;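 further: absorbance from insulin aggregation driven by PDI reduction with DTT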
m5-HT2A agonist: mouse Htr2a agonists via beta-arrestin recruitment, primary screen, cell-based, luminescence; 5-hydroxytryptamine receptor 2A (Mus musculus), P35363; CHO-K1 mHTR2A beta-arrestin complementation; percent of 30 µM serotonin response; activation, % at 7.6 µM; 360,000 compounds, 0.66% hits;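 active means activation above a run cutoff, the mean activation of all tested compounds plus 3 SD, cut at about 14% in these data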;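 further: 0% = plate median of compound wells and 100% = 30 µM serotonin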
Target sequence (P35363 whole entry, looked up): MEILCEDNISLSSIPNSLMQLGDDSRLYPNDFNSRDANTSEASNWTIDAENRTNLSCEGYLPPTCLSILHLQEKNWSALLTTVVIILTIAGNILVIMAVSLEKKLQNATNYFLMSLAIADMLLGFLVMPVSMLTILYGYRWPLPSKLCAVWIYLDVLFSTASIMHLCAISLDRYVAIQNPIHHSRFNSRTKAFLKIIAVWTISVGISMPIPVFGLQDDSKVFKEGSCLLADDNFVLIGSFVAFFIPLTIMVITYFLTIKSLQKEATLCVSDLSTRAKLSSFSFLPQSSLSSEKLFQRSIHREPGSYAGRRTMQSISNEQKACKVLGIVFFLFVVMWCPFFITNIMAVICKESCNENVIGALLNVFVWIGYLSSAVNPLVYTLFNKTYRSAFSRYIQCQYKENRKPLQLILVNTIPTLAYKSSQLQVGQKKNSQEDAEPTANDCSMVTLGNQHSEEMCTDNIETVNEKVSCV
Vif imaging: HIV Vif self-association inhibitors, primary screen, imaging, HEK293T, single point. HEK293T cells, Vif self-association by quenched fluorescence, 24 h. inhibition, % at 7.49 µM. 340,000 compounds, 0.35% hits; in the data active means inhibition above about 50%, passing the limit was not always enough; further: some results filed as inactive read as strong as hits
aDG glyco act: activators of alpha-DG glycosylation, primary screen, uHTS, Pro5-aDG cells, AlphaScreen. 360,000 compounds, 0.22% hits. activation, % at 10 µM. alpha-DG glycosylation AlphaScreen (IIH6); 0% Pro5, 100% B10-LARGE cell signal;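 active means activation of at least 8% versus controls, or a plate z-score of at least 8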;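 further: Pro5 are CHO cells carrying HIG-tagged alpha-DG that lacks glycosylation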
CaV13 ICDI inh: Disruptors of the CACNA1D IQ motif to Ca2+-dependent inactivation inhibitor domain association, primary screening, Förster resonance energy transfer in intact living …; inhibition, % at 12.3 µM; 340,000 compounds, 0.098% hits; AID 743397; HEK cells, CFP/YFP FRET ICDI-IQ, plate reader, 10 min; percent FRET-ratio fall versus neutral wells;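 active means mean replicate inhibition of at least 30% and at least 1% of replicates passing that level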;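 further: 0% = median of the neutral control wells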
MC4R antagonist: MC4R antagonists of cAMP signaling, primary screen, cell-based, TR-FRET, antagonist arm of biased-ligand search; inhibition, % at 6.5 µM; 360,000 compounds, 0.48% hits; Melanocortin receptor 4 (Homo sapiens), P32245; MC4R-expressing cells, MTII-stimulated cAMP, LANCE TR-FRET;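 active means inhibition above its plate's cutoff, the mean of tested wells on that plate plus 3 SD, cut at about 29% in these data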;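 further: 0% = Melanotan II alone and 100% = Melanotan II plus saturating MCL0020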
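System: U2OS cells stably expressing human melanocortin 4 receptor (MC4R). Reagent: Melanotan II challenge after compound preincubation. Doses: 6.5 µM. Times: 30-min compound, 1-h challenge, 1-h detection, room temperature. Measured by: TR-FRET with Eu-cAMP and labeled anti-cAMP, 671 nm. Replicates: singlicate.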
Glyco luc inh: increase of ERlucT glycosylation luciferase signal, primary screen, N-linked glycosylation inhibitor project, D54 ERlucT cells, luminescence, set 2. D54 ERlucT glycosylation luciferase reporter, 24 h; percent of 100 nM tunicamycin response. reporter increase, % at 12.5 µM. 360,000 compounds, 0.23% hits. AID 588692, 2011;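 active means mean luciferase reporter signal, scaled so untreated is 0 and the glycosylation-blocking control 100, at or above a set limit in every replicate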;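 further: luciferase carries N-glycosylation sites so blocking glycosylation raises the light; 0% = median of neutral control wells and 100% = median of 100 nM tunicamycin wells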
The depositor's hits bear a star; · = no result given.

no.	compound	H9c2 protect	MC4R ag barr	ABCB6 inh 2	PDI turbidity	m5-HT2A agonist	Vif imaging	aDG glyco act	CaV13 ICDI inh	MC4R antagonist	Glyco luc inh
1	c1ccc2c(c1)nnn2-c1ccncc1	3	-2.6	104	5	3	-10	0.2	-7	-3	-3
2	Cc1ccc(S(=O)(=O)CCC(=O)OCc2nnc(-c3ccc([N+](=O)[O-])cc3)o2)cc1	1	-3.0	101	-1	5	-14	-0.2	-14	19	3
3	CCN(C(=O)Cc1c(C(=O)O)n(C)c2ccccc12)c1ccc(F)cc1	0	0.1	103	-2	1	5	-0.1	2	11	2
4	Cc1ccc(C(=O)NCC(=O)NCC(=O)OCC(=O)c2cccs2)cc1	0	3.2	103	-3	3	-11	-0.2	-5	12	1
5	N#Cc1c(-c2ccc(Cl)cc2)c(-c2ccc(Cl)cc2)nn(CCOC(=O)CCC(=O)O)c1=O	2	1.2	98	0	3	-11	0.1	-3	5	8
6	COc1ccc2[nH]c(=O)c(CN(c3ccc(C)c(C)c3)S(C)(=O)=O)cc2c1	3	1.1	99	3	0	3	-0.1	-6	9	2
7	NC(=O)c1sc2nc(-c3ccccc3)c3c(c2c1N)CCCC3	2	-3.7	199	1	0	16	0.0	-3	5	3
8	C=CCSC1=Nc2sccc2C2=NC(=O)CN12	3	-1.2	108	5	-4	1	-0.2	-1	1	2
9	CCOCCn1c(COc2ccccc2)nc2ccccc21	-8	-0.5	85	1	-1	-7	0.0	·	0	1
10	CCOc1ccccc1N1CCN(C(=O)c2ccc(NS(=O)(=O)c3ccc4[nH]c(=O)[nH]c4c3)cc2)CC1	9	3.5	97	-1	-14	5	0.1	-6	-1	1
11	CCCC(=O)Nn1cnc2c(c1=O)C1(CCCC1)Cc1ccccc1-2	10	-0.3	92	-6	2	-9	-0.2	·	4	-1
12	O=C(NCCCN1CCN(c2ccc(F)cc2)CC1)c1cccc(N2CCCC2=O)c1	5	0.1	96	17	-9	-11	2.1	·	14	-1
13	Cc1ccc(-c2nnc(SCC(=O)Nc3ccc4c(c3)oc3ccccc34)n2C)c(Cl)c1	-1	0.1	97	11	-1	-12	0.7	-5	-6	-2
14	COc1ccccc1-n1cnc2cc(NS(=O)(=O)c3ccccc3)ccc21	-2	-3.5	100	-10	3	-25	-0.3	·	8	-3
15	CCN(CC)CCOc1ccc(Br)cc1	7	1.1	100	-4	3	6	-0.3	-5	10	0
16	Cc1ccc(C2(C)NC(=O)N(Cc3c(C)noc3C)C2=O)cc1 (configuration not stated)	3	-0.5	110	-4	-2	·	-0.2	0	5	0
17	Cc1cccc(-n2c(SCc3cc(=O)n4ccsc4n3)nc3ccccc32)c1	46	-1.5	150	-9	-5	·	-0.4	-7	-4	-4
18	CCOC(=O)Nc1ccc(C(=O)NCC2CCCO2)cc1 (configuration not stated)	-14	-1.6	93	0	7	2	-0.1	-5	12	-3
19	COc1cc(OC)cc(OC2(C)CCN(Cc3ccc(OC(C)C)cc3)C2)c1 (configuration not stated)	-4	2.1	102	1	3	23	0.0	-5	-10	-2
20	Cc1cc(/C=C(\C#N)C(=O)Nc2ccc(F)cc2)c(C)n1-c1ccc(N2CCOCC2)c([N+](=O)[O-])c1	-3	1.0	103	16	2	-6	0.1	-4	7	-6
21	Cc1cccc(C)c1OCC(O)CNC(C)C (configuration not stated)	5	-1.8	107	-3	10	6	-0.1	·	0	3
22	COc1ccc(C(=O)O)cc1NC(=S)NC(=O)CSc1ccc(Cl)cc1	-1	-3.7	89	-1	0	-6	-0.4	·	8	6
23	COC(=O)c1ccc(OCC(=O)NCCC2=CCCCC2)c(OC)c1	-2	0.3	87	0	3	-6	0.8	-2	3	-2
24	CN(CC(=O)Nc1cccc(F)c1)C(=O)c1cc(S(=O)(=O)N2CCCCC2)ccc1N1CCOCC1	6	-3.4	94	7	-4	·	0.1	-5	7	1
25	COc1ccc(-c2sc3ccccc3c2C#CCCO)cc1	-7	-1.8	99	-1	2	0	0.2	-5	7	3
26	CCO[C@H]1OC(C(=O)N2CCN(C)CC2)=C[C@@H](c2ccc(Br)cc2)[C@@H]1CCCO	5	-0.5	96	-2	-4	9	0.4	-11	9	-1
27	Cc1ccc(C)c(N2CCN(S(=O)(=O)c3ccc(-c4ccc(=O)[nH]n4)o3)CC2)c1	0	11*	100	-3	-2	29	-0.1	-6	0	21
28	Cc1cccc(N(Cc2ccccc2)C(=O)c2ccccc2F)c1	-1	4.7	97	-10	4	-3	0.0	-2	16	-2
29	O=C(Nc1ccc(S(=O)(=O)N2CCCCCC2)cc1)c1c(F)cccc1F	-4	-0.4	86	-1	2	-2	0.0	·	6	-6
30	COc1ccc(CCN2C(=O)CC(NNC(=O)c3ccc(F)cc3)C2=O)cc1OC (configuration not stated)	-1	1.3	98	5	3	-7	0.0	-3	3	2
31	CN(C)C(=S)NC(=O)C(c1ccccc1)c1ccccc1	5	2.5	97	0	1	-5	0.3	2	11	0
32	CCOC(=O)c1c(-c2ccc(OC)cc2)csc1NC(=O)COc1ccc2c(C)cc(=O)oc2c1	7	-0.9	96	0	2	20	-0.3	-2	11	-7
33	COc1ccc(-c2[nH]ncc2CN(Cc2nccn2C)C(C)C)c(F)c1	3	-1.7	104	-15	3	19	0.2	4	3	-1
34	CC1CCCCC1NC(=O)CCNS(=O)(=O)c1ccc(Cl)cc1 (configuration not stated)	-4	-0.9	100	3	5	4	-0.2	-7	17	4
35	CCOc1cc(N2CCOCC2)c(OCC)cc1NC(=O)C1CC(=O)N(c2ccccc2OCC)C1 (configuration not stated)	2	0.3	96	0	-11	-4	0.2	-5	-3	4
36	C[C@H](CO)N1C[C@H](C)[C@@H](CN(C)S(=O)(=O)c2ccccc2)Oc2c(NS(=O)(=O)c3ccc(F)cc3)cccc2C1=O	3	-1.2	102	9	-13	-7	-0.1	-4	7	-1
37	Cc1n[nH]c(=O)c2c(NC(=O)CSc3nncn3C(C)C)oc(C)c12	0	-0.2	98	-8	1	30	-0.2	-6	4	0
38	CCOC(=O)C(=O)N(C)c1c(CC)nc2c(OCc3ccccc3C)cccn12	0	-0.4	94	14	-2	-11	-0.1	-5	5	0
39	Cc1cc(-n2c(C)cc(C(=O)CSc3nnnn3-c3ccccc3)c2C)no1	-6	-0.9	94	13	-1	-11	0.0	-9	-2	0
40	Cc1noc(C)c1S(=O)(=O)N(C)C[C@H]1Oc2ccc(NS(=O)(=O)c3ccccc3)cc2C(=O)N([C@H](C)CO)C[C@@H]1C	6	0.8	95	6	-2	2	0.1	-4	5	2
41	COc1ccc(Nc2nc(-c3ccccc3F)nc3ccccc23)cc1OC	25	-0.7	92	-7	13	·	0.0	-2	-1	-2
42	CC(C)(C)n1nc2c(c1NC(=O)Cc1ccccc1)CS(=O)(=O)C2	1	-2.3	95	4	6	-2	-0.2	-4	-12	1
43	CS(=O)(=O)Nc1ccc(C(=O)Nc2ccccc2-c2ccccc2)cc1	4	-0.9	92	-2	3	2	-0.2	-2	16	1
44	C=CCc1cc(C)cc(C)c1OCCn1cncn1	3	2.1	91	0	-1	79	0.0	-5	-3	1
45	O=C(NNC1=NCCN1Cc1ccccc1)c1cccc(C(F)(F)F)c1	0	-1.6	99	-7	-2	-14	0.0	-5	2	7
46	Cc1nn(-c2ccccc2)c(Cl)c1/C=N\NC(=O)c1cncc(Br)c1	13	1.2	99	-3	3	13	0.1	-9	5	1
47	COC(=O)C(C)(C(=O)OC)c1ccc(C(F)(F)F)cc1[N+](=O)[O-]	1	4.5	96	2	8	-8	0.3	3	-2	3
48	Cc1cc(C)c(C)c(S(=O)(=O)NNC(=O)c2cccc(S(=O)(=O)N3CCOCC3)c2)c1C	-2	-2.5	94	12	11	2	-0.1	-4	16	3
49	Cc1c(NC(=O)COC(=O)c2ncc(Cl)c(Cl)c2Cl)c(=O)n(-c2ccccc2)n1C	-3	-3.7	97	-1	7	10	-0.2	-5	5	2
50	C(=N\c1nccs1)/c1c[nH]c2ccccc12	5	-0.8	96	-3	0	-2	0.3	·	9	3
51	CC(C)CC(NC(=O)c1cccs1)c1nnc(SCc2ccc(Cl)c(Cl)c2)n1C (configuration not stated)	3	1.2	104	6	-4	-3	0.7	·	18	-6
52	COC(=O)c1ccc(O)c(Sc2cc(C(=O)OC)ccc2O)c1	-1	1.1	90	-1	-2	6	-0.2	·	13	1
53	O=C(C1CCC1)N1CCN(S(=O)(=O)c2ccc(Br)cc2Cl)CC1	-7	-0.2	95	10	3	-14	0.4	-7	3	-3
54	CC(O)[C@H](NC(=O)C1(c2ccccc2)CCN(C(=O)OC(C)(C)C)CC1)C(=O)O (some centres not stated)	6	-0.5	98	1	-1	13	-0.1	-3	7	0

Assay outcomes from PubChem.
